# Screening results: PubChem, several laboratories
# AHR activator – AHR activators, primary screen, cell-based, luminescence, luciferase reporter, human; Aryl hydrocarbon receptor (Homo sapiens), P35869; AHR-responsive luciferase reporter cells; activation, % at 5 µM; 320,000 compounds, 2.5% hits; in the data active = activation above about 47%;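 also: 0% = vehicle wells and 100% = reference agonist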
# Target sequence (P35869 whole entry, looked up): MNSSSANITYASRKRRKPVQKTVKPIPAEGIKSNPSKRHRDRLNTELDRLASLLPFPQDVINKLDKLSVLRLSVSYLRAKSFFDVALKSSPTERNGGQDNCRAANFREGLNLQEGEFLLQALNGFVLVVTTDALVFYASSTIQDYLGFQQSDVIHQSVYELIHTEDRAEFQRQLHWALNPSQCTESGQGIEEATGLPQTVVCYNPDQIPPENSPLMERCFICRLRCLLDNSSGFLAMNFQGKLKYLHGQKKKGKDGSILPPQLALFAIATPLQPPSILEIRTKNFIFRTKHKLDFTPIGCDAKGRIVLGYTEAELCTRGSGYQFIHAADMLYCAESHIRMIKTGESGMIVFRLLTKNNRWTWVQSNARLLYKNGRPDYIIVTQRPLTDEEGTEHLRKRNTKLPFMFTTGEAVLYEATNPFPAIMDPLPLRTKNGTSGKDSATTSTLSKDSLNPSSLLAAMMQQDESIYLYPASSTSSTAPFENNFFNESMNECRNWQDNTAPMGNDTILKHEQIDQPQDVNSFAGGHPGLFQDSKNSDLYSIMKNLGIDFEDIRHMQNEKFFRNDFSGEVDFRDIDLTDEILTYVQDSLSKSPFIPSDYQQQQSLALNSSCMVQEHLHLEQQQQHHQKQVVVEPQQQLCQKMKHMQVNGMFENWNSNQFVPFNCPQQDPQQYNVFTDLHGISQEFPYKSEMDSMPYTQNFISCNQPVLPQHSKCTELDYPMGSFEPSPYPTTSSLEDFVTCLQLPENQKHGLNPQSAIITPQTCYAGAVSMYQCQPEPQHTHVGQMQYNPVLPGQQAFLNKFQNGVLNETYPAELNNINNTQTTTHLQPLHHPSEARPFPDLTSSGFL
# AGP1 TOR yeast – modulators of AGP1-GFP expression in yeast TOR pathway, primary screen, cell-based, multiplex flow cytometry, S. cerevisiae, MLPCN library; 3 h; GFP as percent of DMSO wells; GFP response vs DMSO, % at 10 µM; 320,000 compounds, 0.02% hits; AID 2066, 2009;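 active = GFP response relative to DMSO above a set limit, near screen average plus 3 SD, cut at about 150% in these data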;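 also: median GFP channel fluorescence of the gated AGP1 strain per well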
# LAP4-GFP MLPCN – modulators of LAP4-GFP expression in yeast, primary screen, S. cerevisiae, multiplex flow cytometry, MLPCN library | 3 h; median GFP as percent of DMSO wells | GFP response vs DMSO, % at 10 µM | 320,000 compounds, 0.34% hits;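 active = GFP response vs DMSO above a set limit, about the screen mean plus 3 SD, cut at about 150% in these data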
# CIT2-GFP yeast – modulators of CIT2-GFP expression in yeast, primary screen, S. cerevisiae, GFP fusion, multiplex flow cytometry, MLPCN library; AID 2029, 2009; S. cerevisiae CIT2-GFP strain, 3 h; 100 means same as DMSO wells; GFP response vs DMSO, % at 10 µM; 320,000 compounds, 0.065% hits;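 active = GFP response relative to DMSO above a set limit, near the screen mean plus 3 SD, cut at about 150% in these data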;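 also: ratio of well median GFP fluorescence to mean of DMSO wells on the plate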
# MEP2-GFP yeast – modulators of MEP2-GFP levels in yeast, primary screen, S. cerevisiae, multiplex flow cytometry, MLPCN library; S. cerevisiae MEP2-GFP strain, 3 h; 100% = DMSO control level; GFP response vs DMSO, % at 10 µM; 330,000 compounds, 0.51% hits; AID 2016, 2009;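 active = GFP response versus DMSO above a set limit, roughly screen mean plus 3 SD, cut at about 180% in these data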;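 also: median GFP fluorescence of the barcode-gated MEP2-GFP cells per well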
# Efflux pump mplx – inhibitors of Candida efflux pumps in yeast, primary screen, S. cerevisiae, Nile Red, multiplex; S. cerevisiae Candida pump triplex; inhibition, % at 10 µM; 330,000 compounds, 0.44% hits;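 active = plate passing quality check with inhibition over a set limit, or well fluorescence over plate mean plus 4 SD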;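 also: Nile Red retained in pooled yeast measured as flow cytometry median fluorescence; 0% = buffer negative control and 100% = Enniatin B positive control; higher means more Nile Red kept so more efflux inhibition; some compounds called inactive have numbers as strong as hits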
# Yeast superoxide – reduction of superoxide in aged yeast, primary screen, HTS. S. cerevisiae aged cells, superoxide DHE fluorescence; hits give low values. superoxide response (% of plate mean), % at 10 µM. 330,000 compounds, 0.18% hits;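 active = superoxide response under a set limit, about three screen SD below normal, cut at about 65% in these data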;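 also: yeast aged for seven days with compound at 30 °C before DHE staining; 100% = average MFI of all compound-treated wells on the plate with controls excluded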
# RPL19A TOR yeast – RPL19A-GFP expression modulators in yeast, primary screen, cell-based, S. cerevisiae, multiplex flow cytometry, MLPCN; S. cerevisiae RPL19A-GFP strain, 3 h; hits give low values; AID 2025, 2009; 330,000 compounds, 0.3% hits; percent response vs DMSO, % at 10 µM;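 active = percent response vs DMSO below 50%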;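 also: median channel GFP fluorescence of the barcoded RPL19A-GFP strain; ratio of sample median GFP to plate DMSO average so 100% = DMSO; lower means less RPL19A-GFP as with rapamycin TOR inhibition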
# * = called active by the depositor; . = no result given.
SMILES,AHR activator,AGP1 TOR yeast,LAP4-GFP MLPCN,CIT2-GFP yeast,MEP2-GFP yeast,Efflux pump mplx,Yeast superoxide,RPL19A TOR yeast
Cn1c(=O)c2c(nc(NCCNC(=O)c3ccco3)n2Cc2ccccc2F)n(C)c1=O,-1.0,99.5,99.9,100.9,101.8,-0.1,113.9,97.1
COc1cc(C(=O)Nc2ccc(C#N)cc2)c([N+](=O)[O-])cc1OC,0.1,101.4,102.0,100.1,99.8,-0.1,98.2,96.6
O=C(COc1ccccc1)Nc1ccc(-c2ccc(N3CCOCC3)nn2)cc1,5.2,105.4,103.7,100.0,102.7,0.1,95.0,99.2
CCCc1nc(N2CCCC2)c(C#N)c2c1CCCC2,-1.0,89.4,93.0,100.2,106.1,-0.1,102.6,97.8
CCOC(=O)C1CCN(Cc2ccc(F)c(Br)c2)CC1,2.9,96.2,87.3,76.8,104.6,0.2,87.8,97.2
CC(CN1CCOCC1)OC(=O)c1ccc(Br)cc1 (stereo not drawn),4.2,105.1,115.1,91.6,100.9,0.0,94.6,98.4
O=C(CCc1nc2ccccc2c(=O)[nH]1)Nc1ccccc1N1CCCC1,12.6,99.3,102.5,97.3,93.0,0.0,103.7,93.5
COCCn1c(SCC(=O)c2c(N)n(C)c(=O)n(C)c2=O)nc2ccccc21,1.8,101.0,96.9,104.5,99.7,0.0,113.8,106.3
COc1cc(C2c3c(oc4ccccc4c3=O)C(=O)N2Cc2ccncc2)ccc1O (stereo not drawn),7.5,106.5,93.5,104.7,110.8,0.0,111.0,102.0
O=C(Nc1ccccc1)C1=C[C@@H](c2coc3ccccc3c2=O)C[C@@H](OCCCCO)O1,1.5,93.6,139.6,115.8,97.9,0.1,98.0,96.6
CCNC(=O)c1c(O)c2cccc3c2n(c1=O)CC3,22.3,93.0,107.1,88.5,106.8,0.1,98.3,101.1
O=c1c2ccccc2nc(/C=C/c2ccc(Br)cc2)n1CCCO,-1.6,87.0,98.4,92.2,102.2,0.1,116.6,99.1
CCS(=O)(=O)c1nc(S(=O)(=O)c2ccc(C)cc2)c(NCCCN2CCOCC2)s1,0.3,108.4,104.2,113.9,108.2,-0.1,98.3,104.6
CC(C)[C@H](NC(=O)c1ccccc1)C(=O)OCC(=O)Nc1ccc(Cl)cc1C(F)(F)F,-0.1,98.7,95.5,93.7,104.3,0.1,95.7,104.8
Cc1cc(O)ccc1NC1=CC(=O)CC(C)(C)C1,15.2,98.4,105.6,98.3,111.5,0.1,92.6,101.6
Cc1cc(OCC(=O)Nc2ccc(N3CCN(C)CC3)cc2)ccc1Cl,1.7,98.2,102.2,102.3,101.3,-0.1,104.8,97.5
COc1cc(OC)cc(C(=O)NCC(=O)N2CCN(S(=O)(=O)c3ccccc3F)CC2)c1,0.8,100.3,96.3,105.8,102.6,-0.3,118.2,97.4
CC(C)OCCCNC(=O)c1cccs1,1.0,105.4,102.3,102.7,105.6,-0.1,102.7,95.7
O=C(NCC1(N2CCCCC2)CCCCC1)c1cccc(NS(=O)(=O)c2ccccc2)c1,-2.7,106.4,97.1,105.2,101.7,-0.1,99.5,100.3
Cc1nnc(SCC(=O)N(Cc2ccccc2)C(C)(C)C)[nH]c1=O,-1.5,95.1,93.9,95.9,98.9,0.1,105.4,97.7
O=C(COC(=O)c1cccs1)Nc1cc(S(=O)(=O)N2CCOCC2)ccc1Cl,1.3,87.2,88.6,91.9,95.7,-0.2,89.2,92.1
O=C(NC(C(=O)N1CCCC1C(=O)O)=C1CCCCC1)c1ccccc1 (stereo not drawn),0.1,104.7,101.4,100.0,96.8,0.1,126.0,102.3
CC(C)Cc1cc(CN2CCC(CO)(Cc3cccc(C(F)(F)F)c3)CC2)[nH]n1,0.2,96.3,97.5,99.5,92.8,-0.1,97.6,92.1
O=C(c1ccc(-n2cccn2)cc1)N1CCc2ccccc2C1,-1.3,100.9,115.6,95.4,92.5,0.0,93.2,99.5
CCCN(C(=O)C1CCN(S(=O)(=O)c2ccc(OC)c(OC)c2)CC1)C1CCS(=O)(=O)C1 (stereo not drawn),-1.2,113.2,119.0,98.9,102.4,0.0,105.4,96.9
Cn1cc(CCC(=O)NC2CC2)c2ccccc21,27.1,107.6,105.7,102.0,119.6,0.1,93.8,106.3
COc1ccc(C(=O)c2coc(-c3ccccc3C(=O)O)c2C(=O)O)cc1,-0.5,92.9,89.6,96.2,97.9,0.0,111.2,95.8
Cc1ccc(OCC(=O)NNC(=O)CSc2nnc(-c3ccc(C)cc3)n2C)cc1,4.3,101.5,104.7,99.7,105.4,0.9,103.4,106.8
O=C(COc1ccc(Cl)cc1Cl)N/N=C/c1ccccn1,.,86.7,104.7,102.2,109.0,0.0,117.5,106.0
CCCCNS(=O)(=O)c1ccc2nc(SCC(=O)Nc3sccc3C#N)[nH]c2c1,0.4,103.3,97.8,96.4,99.0,0.5,104.6,101.3
CCOC(=O)/C(=C/Nc1ccc(F)cc1)[N+](=O)[O-],-1.8,96.2,93.6,89.3,95.3,0.1,99.4,96.6
COC(=O)Cn1c(C)nc([N+](=O)[O-])c1Br,0.8,105.2,97.8,95.6,104.4,0.2,115.4,104.4
COC(=O)c1ccc(OC(=O)CCN2c3ccccc3Sc3ccccc32)cc1,1.5,94.5,87.8,91.7,105.3,0.2,110.6,101.8
COc1ccc(S(=O)(=O)n2nc(OC(=O)c3cccs3)cc2NC(=O)c2cccs2)cc1,-2.3,82.6,114.2,79.3,86.8,0.1,94.2,98.7
CC1CSC(N(C(=O)c2ccc(S(C)(=O)=O)cc2)c2ccc(Cl)cc2)=N1 (stereo not drawn),-1.8,97.0,94.4,99.9,102.3,0.1,110.5,102.9
CCOc1cccc2c1OC1(C)CC2NC(=O)N1c1cccc(C(=O)NCc2ccccn2)c1 (stereo not drawn),1.3,96.1,86.2,97.2,94.0,0.0,78.7,94.5
CCOc1ccc(S(=O)(=O)N(C)c2ccc(OCC(=O)N3CCOCC3)cc2)cc1,2.1,100.2,100.9,110.8,104.1,-0.1,104.1,97.0
N#CC1C(C#N)N2CCCN2C1c1ccc(Cl)cc1 (stereo not drawn),48.4*,.,95.6,86.8,91.3,0.0,96.8,95.5
CCC(=O)NC(Nc1sc2c(c1C(=O)OC)CCC2)C(Cl)(Cl)Cl (stereo not drawn),3.8,95.8,95.9,111.0,104.0,-0.4,102.8,102.5
COc1ccc(CNC(=O)CSc2nccn(-c3ccc(F)c(F)c3)c2=O)cc1,3.1,109.8,103.0,102.5,98.1,-0.1,106.7,101.7

# Brought forward from above: 4 compounds, followed by the next part.
SMILES,AHR activator,AGP1 TOR yeast,LAP4-GFP MLPCN,CIT2-GFP yeast,MEP2-GFP yeast,Efflux pump mplx,Yeast superoxide,RPL19A TOR yeast
CCOc1ccc(S(=O)(=O)N(C)c2ccc(OCC(=O)N3CCOCC3)cc2)cc1,2.1,100.2,100.9,110.8,104.1,-0.1,104.1,97.0
N#CC1C(C#N)N2CCCN2C1c1ccc(Cl)cc1 (stereo not drawn),48.4*,.,95.6,86.8,91.3,0.0,96.8,95.5
CCC(=O)NC(Nc1sc2c(c1C(=O)OC)CCC2)C(Cl)(Cl)Cl (stereo not drawn),3.8,95.8,95.9,111.0,104.0,-0.4,102.8,102.5
COc1ccc(CNC(=O)CSc2nccn(-c3ccc(F)c(F)c3)c2=O)cc1,3.1,109.8,103.0,102.5,98.1,-0.1,106.7,101.7
CCN(CC)Cc1c(C(=O)N/N=C/c2cccc(OCc3ccc(F)cc3)c2)nnn1-c1nonc1N,-0.9,101.8,96.4,100.5,94.9,0.2,115.0,97.2
CCOc1ccccc1N1CCN(CC(=O)NC(C)c2ccccc2)CC1 (stereo not drawn),1.1,93.6,95.1,101.8,104.9,0.2,107.4,98.6
Cc1ccccc1CSc1nnc(-c2cccnc2)n1N,16.1,108.2,98.3,105.3,102.0,-0.1,84.8,102.1
Cc1cc(NC(=O)CSc2nnc(-c3ccc(Br)o3)n2Cc2ccccc2)no1,0.3,95.1,95.7,94.0,96.2,0.0,97.0,92.7
COc1ccc(C(CNC(=O)C(C)(C)Oc2ccc(Cl)cc2)N2CCCCC2)cc1 (stereo not drawn),-0.2,84.5,84.1,90.5,83.4,0.2,106.2,88.3
CC(C)(CNC(=O)c1cc(Cl)c(O)c(Cl)c1)N1CCCCC1,-0.6,102.5,94.0,105.5,99.6,0.0,113.1,102.0
CC1=C(OC(=O)C(C)(C)C)C(C)(C)C(c2ccccc2)OC1=O (stereo not drawn),-0.2,89.3,107.2,75.7,112.5,0.1,97.7,101.1
O=[N+]([O-])c1ccc(NCCNc2ccc(Cl)nn2)cc1,4.3,105.1,110.0,103.2,115.0,-0.1,87.4,100.3
O=C(NCCc1c[nH]c2ccccc12)Nc1ccccc1,-1.3,100.5,100.4,96.8,101.1,0.4,101.2,99.4
COC(=O)c1cc(OCC(=O)Nc2ccc3c(c2)CCC3)cc(C(=O)OC)c1,1.8,101.5,95.1,99.2,94.2,0.2,106.7,96.9
COc1cccc(N(C(=O)CNC(=O)c2ccco2)C(C(=O)NC2CCCC2)c2ccco2)c1 (stereo not drawn),1.9,78.8,82.8,84.0,93.1,-0.1,100.5,98.3
Cc1ccc(NC(=O)c2ccc(OCC3CCCO3)cc2)c(C)c1 (stereo not drawn),3.1,105.1,96.3,109.3,104.9,-0.1,111.4,105.4
O=C(CN1C(=O)NC2(CCCc3ccccc32)C1=O)Nc1cccc(S(=O)(=O)N2CCCCC2)c1 (stereo not drawn),2.5,101.9,98.4,101.5,104.3,-0.2,99.5,99.4
CCOc1cc(C)c(S(=O)(=O)NC2CC(C)(C)NC(C)(C)C2)cc1C,7.6,93.6,95.3,90.6,99.2,0.5,105.6,95.2
COc1nc(OC)nc(N2CCC(C(=O)Nc3cccc4c3CCCC4)CC2)n1,7.2,104.5,92.0,82.3,103.5,0.2,120.8,96.5
COc1ccnc(Oc2ccc(F)cc2)c1C(=O)N/C=N/OCc1cccc(F)c1,9.7,99.3,99.2,89.0,101.8,0.1,109.6,99.0
COCCCNC(=O)CCCn1c(=O)[nH]c2ccccc2c1=O,10.7,104.7,93.2,96.8,101.1,0.3,98.9,100.2
Cc1ccc([N+](=O)[O-])cc1NC(=O)c1ccc(C(C)(C)C)cc1,71.2*,94.7,120.6,91.3,94.9,0.1,97.8,95.0
COc1ccc(-c2nnc(SCC(=O)NC3CCCCC3)o2)cc1OC,3.5,103.2,101.5,105.2,113.7,-0.3,87.4,98.8
O=C(CN(C(=O)CCC(=O)Nc1nccs1)c1ccc2c(c1)OCO2)NCc1ccccc1,0.2,95.9,91.3,99.6,100.6,0.0,92.7,99.6
CC1(C)CC(NC(=O)c2ccc(Cl)c(Cl)c2)CC(C)(C)N1,1.0,99.0,85.2,102.0,103.9,0.2,97.7,107.8
CC1CCN(c2nc(/C=C/c3ccccc3)nc3ccccc23)CC1,71.7*,93.1,85.4,86.7,88.8,0.2,96.4,100.6
CN1C(=O)CSc2ccc(NC(=O)NCc3ccccc3)cc21,45.9,106.5,95.9,104.4,113.6,0.0,88.9,116.1
CC(=O)Nc1c(-c2ccccc2)c2cc(Br)ccc2[nH]c1=O,5.4,103.2,94.6,113.1,105.0,-0.1,93.2,107.1

# Looked up above.
# `CN1C(=O)CSc2ccc(NC(=O)NCc3ccccc3)cc21` in Efflux pump mplx has 0.0
# `CC(=O)Nc1c(-c2ccccc2)c2cc(Br)ccc2[nH]c1=O` in AGP1 TOR yeast has 103.2

# No enrichment for hits; overall some 3.9% were active at least once.
